Screening data deposited in PubChem BioAssay by several laboratories.
procasp3 activ – procaspase-3 (human) activation; recombinant procaspase-3 D3A, Ac-DEVD-pNA absorbance 405 nm; activation, % at 8.5 µM; actives 0.11% (n = 330,000); AID 463141;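 active means activation above the mean of all tested compounds plus 3 SD, cut at about 21% in these data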;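 further: 0% = DMSO alone and 100% = DMSO wells spiked with extra 5 µM PC-3 D3A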
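Assay system: Procaspase-3 D3A mutant, all three cleavage aspartates alanine. Buffer or medium: Zinc-free HEPES saline buffer with Triton X-100. Times: 1 h compound preincubation, 2 h substrate hydrolysis at 25 °C. Measured by: 405 nm absorbance of p-nitroaniline, reads at 0 and 120 min. Read-out basis: percent activation relative to control range. Replicates: singlicate.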
VLA-4 inh – inhibition in a human VLA-4 binding assay. P13612. VLA-4 expressing cells, ligand binding flow cytometry. inhibition, % (about 7 µM as worked out from the volumes in the protocol). actives 0.2% (n = 330,000). AID 2557; in the data active means inhibition above about 50%
PP1 counter – PP1-alpha (human) inhibition in PP5 counter-screen; P62136; AID 2235; purified PP1alpha, OMFP fluorescence; inhibition, % at 6.7 µM; actives 0.9% (n = 320,000);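 active means inhibition above the mean inhibition of all tested compounds plus 3 SD, computed separately for each screening campaign, cut at about 15% in these data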
GRK2 inh – inhibitors of human GRK2 displacing RNA aptamer; AID 488847; actives 0.59% (n = 330,000); bead flow cytometry, FAM-aptamer displacement from GRK2; inhibition of aptamer binding, % at 10 µM;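 active means inhibition of aptamer binding above 40%, roughly 3 SD of noise, on plates passing a quality check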;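 further: median bead fluorescence of bound FAM aptamer so fluorescent compounds give negative values; no value below 0 was filed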
Target sequence (P25098 whole entry, looked up): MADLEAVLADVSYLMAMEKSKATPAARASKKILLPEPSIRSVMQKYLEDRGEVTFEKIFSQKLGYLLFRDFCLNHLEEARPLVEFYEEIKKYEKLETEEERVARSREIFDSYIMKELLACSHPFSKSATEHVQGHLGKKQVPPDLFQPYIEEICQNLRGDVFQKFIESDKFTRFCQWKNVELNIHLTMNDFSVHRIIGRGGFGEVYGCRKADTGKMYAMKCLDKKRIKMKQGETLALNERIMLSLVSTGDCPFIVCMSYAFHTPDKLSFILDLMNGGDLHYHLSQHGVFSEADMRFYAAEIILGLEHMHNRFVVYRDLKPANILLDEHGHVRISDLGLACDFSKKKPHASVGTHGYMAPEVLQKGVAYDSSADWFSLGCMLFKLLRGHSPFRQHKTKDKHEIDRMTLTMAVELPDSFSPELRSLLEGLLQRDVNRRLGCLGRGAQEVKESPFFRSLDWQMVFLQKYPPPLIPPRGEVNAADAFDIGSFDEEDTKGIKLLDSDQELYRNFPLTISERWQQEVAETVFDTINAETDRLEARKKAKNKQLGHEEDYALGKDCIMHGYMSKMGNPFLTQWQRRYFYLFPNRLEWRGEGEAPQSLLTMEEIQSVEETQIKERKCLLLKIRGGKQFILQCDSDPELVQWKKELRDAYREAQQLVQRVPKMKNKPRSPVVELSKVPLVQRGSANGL
Fh CTSL1 inh – cathepsin L1 inhibition, PFM18AAP counter-screen | recombinant F. hepatica cathepsin L1, Z-Leu-Arg-MCA fluorescence | inhibition, % at 5.96 µM | actives 0.49% (n = 300,000);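 active means inhibition above the mean of all tested compounds plus 3 SD, set per screening campaign, cut at about 17% in these data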;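 further: 0% = plate median of test compound wells and 100% = 1 µM Z-Phe-Ala-diazomethylketone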
JMJD2C inh – inhibitors of human GASC-1 (JMJD2C) demethylase; Q9H3R0; GST-JMJD2C(1-420) H3K9me3 demethylation, DELFIA europium; inhibition, % at 2.35 µM; actives 0.069% (n = 330,000); AID 2099;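 active means more than half of a compound's replicate wells show inhibition beyond 50%, single wells judged on their own value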;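 further: signal counts dimethyl H3K9 product captured on neutravidin plate; 0% = median of DMSO wells and 100% = 0.3 times that DMSO median; strong numbers were not always called active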
Target sequence (Q9H3R0 1-420 limits assumed): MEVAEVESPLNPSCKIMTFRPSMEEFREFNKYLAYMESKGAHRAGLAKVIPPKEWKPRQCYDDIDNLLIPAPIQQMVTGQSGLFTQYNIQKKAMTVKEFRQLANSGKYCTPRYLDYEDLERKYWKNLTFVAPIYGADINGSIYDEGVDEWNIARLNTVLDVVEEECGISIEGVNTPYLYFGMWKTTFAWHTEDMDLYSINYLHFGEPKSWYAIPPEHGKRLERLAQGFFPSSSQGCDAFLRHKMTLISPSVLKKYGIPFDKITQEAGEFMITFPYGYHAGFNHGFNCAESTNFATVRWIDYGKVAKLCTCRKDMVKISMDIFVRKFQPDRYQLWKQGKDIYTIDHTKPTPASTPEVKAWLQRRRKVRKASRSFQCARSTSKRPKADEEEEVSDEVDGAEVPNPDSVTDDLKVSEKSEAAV
PP5 primary – PP5 (human) phosphatase inhibition | P53041 | purified PP5c, OMFP substrate fluorescence | inhibition, % at 6.7 µM | actives 0.18% (n = 320,000);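 active means inhibition above the campaign's mean inhibition across all tested compounds plus 3 SD, cut at about 9.5% in these data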;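 further: 0% = DMSO only and 100% = 100 µM cantharidin control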
core dimer inh – blocks dimerization of HCV core protein; TR-FRET GST/Flag-core106 dimerization, 1536-well; inhibition, % at 5 µM; actives 0.33% (n = 300,000);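 active means inhibition above the mean of all tested compounds plus 3 SD, set per screening campaign, cut at about 45% in these data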
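Test system: GST/Flag-tagged HCV core106 proteins; Medium: KF-containing HEPES buffer, pH 7.45, DTT, CHAPS, BSA; Times: compound-protein-antibody incubation 4 h at 22.5 °C; Detection: TR-FRET 671 and 617 nm emission; Benchmarks: wells lacking GST-core106 and wells with excess unlabelled core106.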
procasp7 counter – counter-screen: procaspase-7 (human) activation | recombinant procaspase-7, Ac-DEVD-pNA absorbance 405 nm; D23A/D198A/D206A triple mutant, cannot self-cleave; scale: DMSO 0, 5 µM enzyme 100 | activation, % at 8.5 µM | actives 0.093% (n = 330,000) | AID 463210;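 active means percent activation above the screen-wide mean plus 3 SD, cut at about 25% in these data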
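Replicates: singlicate. Assay system: Procaspase-7 triple mutant (PC-7 D3A). Signal: 405 nm absorbance of p-nitroaniline. Times: 1 h preincubation, 2 h reaction. Buffer or medium: Zinc-free HEPES pH 7.4 with 300 mM NaCl, 0.01% Triton X-100. Also added: DEVD-pNA substrate. Benchmarks: DMSO wells as 0%, DMSO with 5 µM added PC-7 as 100%.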
An asterisk follows results filed as active; . = no result given; & = joins results of further samples. The order is random (roughly 2.6% active in at least one column).

SMILES	procasp3 activ	VLA-4 inh	PP1 counter	GRK2 inh	Fh CTSL1 inh	JMJD2C inh	PP5 primary	core dimer inh	procasp7 counter
Cc1ccccc1OCC(O)CNC1CCC(NCC(O)COc2ccccc2C)CC1 (centres undefined)	6.8	38.9	6.0	0.0	-3.8	-16.3	2.2	-7.0	1.8
S=C1NCN(Cc2cccnc2)CN1	-1.4	4.7	0.4	1.0	2.8	109.3	0.8	1.6	3.0
O=c1oc2ccc(Br)cc2cc1S(=O)(=O)c1ccc(F)cc1	0.2	21.2	-1.5	0.0	-1.6	-0.1	-1.0	2.6	-19.0
CCc1ccc(NC(=O)CCn2c(=O)c3cccn3c3ccccc32)cc1	6.2	-17.8	7.7	0.0	2.3	3.4	4.2	1.6	-2.1
C=CCNC(=O)c1ccc(-c2cccc([N+](=O)[O-])c2)o1	-8.2	9.9	-1.5	0.0	3.1	-0.2	-4.0	-5.3	-3.9
COC(=O)c1cccc(C(=O)Nc2ccc(F)cc2)n1	5.5	33.0	-3.1	2.0	-2.3	-8.0	2.3	-1.2	15.8
O=C(NC(Cc1ccccc1)C(=O)O)/C(=C/c1ccccc1)NC(=O)c1ccc(Br)o1 (centres undefined)	5.2	-7.9	1.5	0.0	0.9	4.7	1.1	-2.6	6.0
CC1CCCN(C(=O)COC(=O)C2CCN(S(=O)(=O)c3ccc4c(c3)OCCO4)CC2)C1 (centres undefined)	-2.6	10.7	-0.5	0.0	-5.4	-14.5	1.8	5.6	-5.6
O=C1N=c2ccccc2=C1c1sc(=S)n(NC(=O)c2ccccc2)c1O	-23.6	11.5	-2.9	2.0	7.5	4.5	-0.4	-0.1	-26.1
COCc1nc2ccccc2n1CCCOc1ccccc1	12.9	5.7	-6.4	1.0	-3.9	11.8	0.9	3.1	-3.9
CC(=O)c1c(C(C)=O)c(C)n(-c2nc(-c3cccs3)c(C)s2)c1C	-3.4	-6.6	-3.5	0.0	-0.8	41.1	0.3	6.8	9.9
COc1ccc2c(c1)[nH]c1c(=O)n(Cc3ccncc3)cnc12	3.2	8.9	0.9	0.0	0.0	7.4	-1.4	-1.6	-8.5
c1cc(-c2nn[nH]n2)ccc1CN1CCCCC1	6.6	0.2	-0.8	0.0	-0.3	12.9	0.8	-1.7	0.5
Cc1ccc(S(=O)(=O)N(C)C)cc1NC(=O)CSc1nncs1	5.5	7.4	-2.2	0.0	-0.5	-4.6	0.7	0.6	7.8
CN1CCc2c(sc(NC(=O)c3ccc(S(=O)(=O)N4CCOCC4)cc3)c2C(N)=O)C1	-2.1	0.6	3.7	1.0	2.0	-15.5	4.5	-14.2	-17.3
O=C(CCc1ccccc1)N1CCN(c2ccccc2F)CC1	0.9	-15.0	2.8	0.0	0.9	13.2	0.8	-3.2	-4.7
Cc1ccc2nc(SC(C)C(=O)NCc3ccc4c(c3)OCO4)[nH]c2c1 (centres undefined)	-3.0	10.0	-0.7	0.0	-4.3	-3.8	0.8	6.2	5.1
O=C(NCCCn1ccnc1)c1ccc(-c2cccc(Cl)c2Cl)o1	5.3	20.2	.	0.0	.	.	.	.	-8.6
Cc1cccc(OCc2n[nH]c(=S)o2)c1C	-7.5	-1.1	-7.4	2.0	-0.7	0.8	-7.1	-4.7	-29.9
CC1CCC/C(=C\Nc2ccc(C(=O)O)c(O)c2)C1=O (centres undefined)	-4.4	6.3	-3.1	0.0	0.6	-2.3	0.1	4.5	1.2
Cn1cnnc1SCC(=O)Nc1ccccc1Oc1ccccc1	-2.6	-2.0	-4.3	50.0*	5.0	16.9	-1.7	-3.5	1.1
COc1ccc(C2NC(=S)NC(C)=C2C(=O)N2CCOCC2)cc1 (centres undefined)	-9.2	9.2	-7.4	1.0	0.7	-5.8	-1.4	-3.1	-39.0
COC(=O)c1cccc(NC(=O)Cc2ccsc2)c1	2.3	28.8	1.9	0.0	-2.0	3.6	-0.9	-108.1	5.2
Cc1ccc(C2/C(=C(/O)c3ccc(OC(C)C)cc3)C(=O)C(=O)N2CCN2CCOCC2)cc1 (centres undefined)	-4.3	0.5	2.2	0.0	-1.7	2.4&1.4	0.5	-3.5	-6.5
CCN1CCN(Cc2ccc(NC(=O)c3cc(NC(=O)c4cncc(-c5cccs5)c4)cc(OC)c3)cc2C(F)(F)F)CC1	6.7	10.7	19.5*	0.0	-1.5	-0.6	3.7	-21.7	7.5
CC(=O)Nc1cc(C(=O)NCc2ccco2)ccc1Sc1ccc(Cl)cc1	-2.6	4.5	-0.3	6.0	0.6	-4.4	-0.7	6.5	6.7
CCNC(=S)N/N=C/c1cc(C)n(-c2ccc(Cl)cc2)c1C	2.7	0.0	2.6	0.0	0.3	-5.5	-0.7	-0.3	1.8
CSc1cccc(NC(=O)Cc2ccccc2[N+](=O)[O-])c1	2.1	7.9	-4.1	0.0	2.7	-2.2	2.8	-2.6	10.1
COCCNC(=O)c1ccccc1N(Cc1ccccc1)S(=O)(=O)c1ccccc1	-4.0	6.7	-0.6	1.0	-1.5	-4.3	-2.4	-1.8	-0.3
CSC1=C(C#N)C(c2ccc(C(C)C)cc2)CC(=O)N1 (centres undefined)	-1.0	36.1	0.0	3.0	1.5	2.7	0.0	-7.7	2.8
O=C(c1ccc(Cl)c(NC2=NC3CS(=O)(=O)CC3S2)c1)N1CCN(c2ccccc2)CC1 (centres undefined)	-0.3	-3.2	0.0	0.0	-2.9	30.1	0.7	12.0	4.1
COc1ccc(Cc2nc3ccc(C(=O)NCc4cc(C)no4)cc3o2)cc1OC	2.6	1.4	-4.6	0.0	-3.5	2.9	-1.1	7.8	9.7
CN(C)S(=O)(=O)c1cccc(NC(=O)c2ccc(COc3ccccc3)cc2)c1	4.3	7.6	0.2	0.0	-4.4	19.0	3.4	9.7	6.2
O=C1CC(c2ccccc2)NN1 (centres undefined)	-10.1	2.9	-3.3	2.0	.	-1.1	1.0	.	-5.5
CCC1Sc2ccc(S(=O)(=O)CCC(=O)NCc3ccco3)cc2NC1=O (centres undefined)	4.3	0.1	8.4	10.0	-1.7	2.5	0.3	14.4	10.3
CSCCC(NC(=O)c1ccccc1Cl)C(=O)NNC(=O)c1csc(N2CCOCC2)n1 (centres undefined)	11.1	0.8	-4.6	0.0	2.5	6.9	-0.2	-2.1	4.4
N#CCCN(C(=O)COC(=O)c1ccc2c(c1)OCO2)c1ccccc1	7.9	6.8	-4.4	0.0	.	2.6	-0.3	.	-4.4
Cc1ccccc1C(=O)NNC(=O)Cc1cccc2ccccc12	-1.9	-0.8	-1.8	0.0	-3.6	5.1	4.9	-5.4	-1.7
COc1ccc(C(CC(=O)N2CCCC2)c2ccc(F)cc2)cc1 (centres undefined)	4.7	5.0	2.9	0.0	8.1	-0.7	0.8	-0.9	8.8
Cn1ccsc1=NC(=O)c1ccccc1OC(F)F	2.0	14.4	-1.6	0.0	-1.2	18.4	3.4	1.6	4.4

Overlap with the part before: 5 entries, followed by the next part.
SMILES	procasp3 activ	VLA-4 inh	PP1 counter	GRK2 inh	Fh CTSL1 inh	JMJD2C inh	PP5 primary	core dimer inh	procasp7 counter
CSCCC(NC(=O)c1ccccc1Cl)C(=O)NNC(=O)c1csc(N2CCOCC2)n1 (centres undefined)	11.1	0.8	-4.6	0.0	2.5	6.9	-0.2	-2.1	4.4
N#CCCN(C(=O)COC(=O)c1ccc2c(c1)OCO2)c1ccccc1	7.9	6.8	-4.4	0.0	.	2.6	-0.3	.	-4.4
Cc1ccccc1C(=O)NNC(=O)Cc1cccc2ccccc12	-1.9	-0.8	-1.8	0.0	-3.6	5.1	4.9	-5.4	-1.7
COc1ccc(C(CC(=O)N2CCCC2)c2ccc(F)cc2)cc1 (centres undefined)	4.7	5.0	2.9	0.0	8.1	-0.7	0.8	-0.9	8.8
Cn1ccsc1=NC(=O)c1ccccc1OC(F)F	2.0	14.4	-1.6	0.0	-1.2	18.4	3.4	1.6	4.4
COc1ccc2c(c1)S/C(=C\C(=O)c1ccncc1)N2C	-6.8	-2.9	-0.6	6.0	1.9	-5.8	3.6	-6.3	-19.7
COc1ccc(OCCC(=O)NCC23CC4CC(CC(C4)C2)C3)cc1	3.1	1.9	0.9	0.0	-0.3	-7.5	4.0	3.0	0.0
Cc1ccc(-c2nn(-c3ccccc3)cc2/C=C(\C#N)C(=O)NCc2ccccc2)cc1	0.1	5.3	-2.2	5.0	-0.8	-2.1	-1.0	5.9	-0.3
COc1ccc(CCNC(=O)CN(CCc2ccccc2)S(C)(=O)=O)cc1OC	3.7	7.6	-4.3	0.0	-0.8	31.8	-3.2	2.6	4.4
C=CCn1cc(-c2ccccc2)cc(C#N)c1=O	-8.0	1.7	-2.2	0.0	2.6	-0.9	0.0	-0.4	1.1
CCCN1CCN(C(=S)Nc2ccc([N+](=O)[O-])cc2)CC1	-15.3	6.4	3.4	1.0	-0.2	-2.1	-0.3	-5.2	-28.2
CC1(C)CC2(CC(C)(C)NC(=O)N2)NC(=O)N1	5.7	2.9	0.7	1.0	-4.4	6.0	4.1	-9.2	-11.1
COCCNC(=O)/C(C#N)=C/c1cc(C)n(-c2ccc(C)cc2)c1C	3.2	0.0	0.8	1.0	7.2	-8.6	1.4	-10.8	0.6
O=C(C(c1ccccc1)c1ccccc1)N1CCCc2ccccc21	-0.1	18.6	3.8	7.0	-5.7	18.4	-0.3	8.1	-2.7
CCc1nc(N2CCOCC2)c(C#N)c2c1COC(C)(C)C2	-1.6	14.3	-0.4	1.0	0.9	-0.9	0.5	0.8	11.7
CCOC(=O)c1ccc(NC(=O)Oc2cc(C)c(Cl)cc2C(C)C)cc1	-3.0	2.5	0.4	1.0	-2.2	-8.9	2.7	-4.3	3.3
Cc1cccc2cc(COC(=O)c3ccco3)c(=O)[nH]c12	4.6	6.7	1.6	0.0	-3.7	1.2	0.5	1.6	2.6
O=C(Nc1ccccc1F)c1cccc(C(=O)Nc2ccccc2F)c1	2.2	-0.2	4.1	0.0	3.5	37.4	-1.3	1.4	6.5
CCCc1cc(C(=O)Nc2cc(OC)ccc2OC)cs1	2.2	-5.8	-2.5	2.0	-1.3	11.8	-0.6	-3.7	7.2
COc1cccc(CN(C)C(=O)C2CSC3(C)CCC(=O)N23)c1OC (centres undefined)	5.5	5.1	-2.9	1.0	.	-0.3	2.2	.	-7.8
COc1ccc(NC(=S)NCCC(c2ccccc2)c2ccccc2)c(OC)c1	5.4	-9.7	-3.0	0.0	-1.4	-8.1	-0.4	7.1	2.4

Two entries picked at random from the list so far, as already listed:
SMILES	procasp3 activ	VLA-4 inh	PP1 counter	GRK2 inh	Fh CTSL1 inh	JMJD2C inh	PP5 primary	core dimer inh	procasp7 counter
COc1ccc(CCNC(=O)CN(CCc2ccccc2)S(C)(=O)=O)cc1OC	3.7	7.6	-4.3	0.0	-0.8	31.8	-3.2	2.6	4.4
Cc1cccc2cc(COC(=O)c3ccco3)c(=O)[nH]c12	4.6	6.7	1.6	0.0	-3.7	1.2	0.5	1.6	2.6
